Screening results as filed in PubChem BioAssay.
Fam108B inh – mouse Fam108B serine hydrolase inhibitors, primary screen, counter-screen for RBBP9 inhibitor project, biochemical, fluorescence polarization. recombinant Fam108B, FP-Rh probe fluorescence polarization. inhibition, % at 9.51 µM. 0.33% of 300,000 active. AID 1947, 2009;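 active = inhibition above the screen mean inhibition plus 3 SD, computed separately per campaign, cut at about 18% in these data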;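 note: inhibitors lower polarization as less probe binds the enzyme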
GSTO1 counter – inhibitors of recombinant GSTO1, primary screen, counter-screen for RBBP9 inhibitor project, biochemical, fluorescence polarization; activity-based probe fluorescence polarization; inhibition, % at 5.96 µM; 1.1% of 300,000 active; AID 1974, 2009;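 active = inhibition above the campaign mean inhibition plus 3 SD, cut at about 35% in these data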;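 note: 0% = GSTO1-1 with DMSO and 100% = wells lacking GSTO1-1 enzyme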
pPAFAH inh – pPAFAH enzyme inhibitors, primary screen, biochemical, fluorescence polarization, human. recombinant pPAFAH, FP-rhodamine probe fluorescence polarization. 1.5% of 330,000 active. inhibition, % at 3.39 µM. Platelet-activating factor acetylhydrolase (Homo sapiens), Q13093;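 active = inhibition above the mean inhibition across the screen plus 3 SD, cut at about 25% in these data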;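 note: inhibitors block binding of the rhodamine activity-based probe so polarization drops; 0% = enzyme with DMSO and 100% = wells lacking pPAFAH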
PAFAH2 FP inh – PAFAH2 enzyme inhibitors, primary screen, biochemical, fluorescence polarization, human | Platelet-activating factor acetylhydrolase 2, cytoplasmic (Homo sapiens), Q99487 | recombinant PAFAH2, FP-rhodamine activity probe | inhibition, % at 3.39 µM | 0.99% of 340,000 active;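 active = inhibition above the mean over all tested compounds plus 3 SD, cut at about 30% in these data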;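 note: inhibitors block probe labeling of enzyme so polarization drops; 0% = enzyme with DMSO and 100% = wells lacking PAFAH2 protein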
PAD4 inh – human PAD4 inhibitors, primary screen, biochemical, fluorescence polarization, 1536-well format. inhibition, % at 6.36 µM. AID 485272, 2010. recombinant PAD4, RCA probe fluorescence polarization. 0.41% of 330,000 active. Protein-arginine deiminase type-4 (Homo sapiens), Q9UM07;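 active = percent inhibition above a cutoff equal to the mean of all tested compounds plus 3 SD, cut at about 15% in these data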;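 note: 0% = PAD4 with RCA probe and DMSO and 100% = probe without PAD4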
Target sequence (Q9UM07 whole entry, looked up): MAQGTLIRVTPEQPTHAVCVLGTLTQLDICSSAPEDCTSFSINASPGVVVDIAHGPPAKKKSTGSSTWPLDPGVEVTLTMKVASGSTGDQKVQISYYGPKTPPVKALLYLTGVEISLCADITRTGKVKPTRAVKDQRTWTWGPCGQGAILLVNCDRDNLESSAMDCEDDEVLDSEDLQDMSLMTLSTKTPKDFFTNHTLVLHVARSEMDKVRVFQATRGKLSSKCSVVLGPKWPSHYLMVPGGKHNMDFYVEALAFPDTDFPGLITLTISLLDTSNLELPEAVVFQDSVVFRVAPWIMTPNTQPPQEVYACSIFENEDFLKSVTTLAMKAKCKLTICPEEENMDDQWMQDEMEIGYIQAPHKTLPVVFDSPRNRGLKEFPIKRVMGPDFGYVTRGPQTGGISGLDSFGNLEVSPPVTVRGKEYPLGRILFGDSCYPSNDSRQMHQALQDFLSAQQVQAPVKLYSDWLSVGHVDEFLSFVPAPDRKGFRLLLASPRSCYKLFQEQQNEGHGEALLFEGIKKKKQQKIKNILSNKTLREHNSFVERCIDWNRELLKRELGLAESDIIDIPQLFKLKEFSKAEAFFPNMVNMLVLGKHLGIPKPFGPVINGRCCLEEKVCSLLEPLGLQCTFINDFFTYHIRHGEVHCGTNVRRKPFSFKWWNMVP
PAFAH1B3 inh – PAFAH1B3 enzyme inhibitors, primary screen, biochemical, fluorescence polarization, human; Platelet-activating factor acetylhydrolase IB subunit alpha1 (Homo sapiens), Q15102; recombinant PAFAH1B3, FP-rhodamine probe; inhibition, % at 3.39 µM; 0.28% of 340,000 active;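 active = inhibition above the screen-wide average of all tested compounds plus 3 SD, cut at about 25% in these data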;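 note: 0% = enzyme with DMSO only and 100% = wells lacking PAFAH1B3 protein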
LYPLA1 counter – LYPLA1 inhibitors, primary screen, counter-screen for PME1 inhibitor project, biochemical, fluorescence polarization, FP-Rh probe ABPP | 0.16% of 320,000 active | inhibition, % at 5.9 µM | Acyl-protein thioesterase 1 (Homo sapiens), O75608 | recombinant LYPLA1;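 active = inhibition above the mean of all tested compounds plus 3 SD, set per campaign, cut at about 14% in these data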;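 note: inhibitors block serine hydrolase probe labeling of LYPLA1 so polarization falls; 0% = enzyme with DMSO and 100% = wells lacking LYPLA1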
Target sequence (O75608 whole entry, looked up): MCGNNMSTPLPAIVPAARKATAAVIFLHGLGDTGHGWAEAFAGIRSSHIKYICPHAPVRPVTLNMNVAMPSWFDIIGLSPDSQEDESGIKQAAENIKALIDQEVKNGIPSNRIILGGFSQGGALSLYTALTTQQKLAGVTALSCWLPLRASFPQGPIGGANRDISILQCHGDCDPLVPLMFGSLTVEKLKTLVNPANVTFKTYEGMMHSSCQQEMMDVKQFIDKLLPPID
PAFAH1B2 inh – PAFAH1B2 enzyme inhibitors, primary screen, biochemical, fluorescence polarization, human; Platelet-activating factor acetylhydrolase IB subunit alpha2 (Homo sapiens), P68402; recombinant PAFAH1B2, FP-rhodamine activity probe; inhibition, % at 3.39 µM; 1.2% of 340,000 active;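 active = inhibition above the mean of all tested compounds plus 3 SD, cut at about 24% in these data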;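 note: 0% = enzyme with DMSO and 100% = wells lacking PAFAH1B2; many of its hits are not listed in these tables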
PME-1 primary – PME-1 inhibitors via competitive probe labeling, primary screen, biochemical, fluorescence polarization, FP-Rh probe, HTS | recombinant PME-1 | 0.53% of 320,000 active | inhibition, % at 5.9 µM | AID 2130, 2009;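 active = inhibition above the campaign mean of all compounds plus 3 SD, cut at about 26% in these data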;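 note: competitive labeling of PME-1 active site by serine hydrolase directed probe; 0% = PME-1 with DMSO and 100% = wells lacking PME-1 enzyme; inhibitors block probe labeling so polarization falls and inhibition rises; many of its hits are not listed in these tables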
* marks the source's active call; other numbers are inactive results; · = not tested or not shown. Only part of the results is shown; count on the stated rates, not on these rows.

SMILES	Fam108B inh	GSTO1 counter	pPAFAH inh	PAFAH2 FP inh	PAD4 inh	PAFAH1B3 inh	LYPLA1 counter	PAFAH1B2 inh	PME-1 primary
Cc1cccc(-c2c(NC(=O)c3ccco3)oc3c(C)cccc3c2=O)c1	0	-4	7	0	-3	3	-2	5	-4
O=C(CN1CCCCC1)N/N=C/c1ccc(Cl)cc1	5	9	2	6	2	2	-1	-2	-6
CCc1cc(-c2n[nH]c(C)c2Oc2ccc(C(C)C)cc2)c(O)cc1O	9	-2	31*	7	2	13	0	5	4
Cn1c(C2CCCCC2)nc2ccccc21	0	3	5	9	-3	4	-1	4	0
COc1cc(/C=N/NC(=O)c2cc(-c3ccccc3)nc3ccccc23)cc(OC)c1O	6	1	17	9	1	12	-9	4	4
COC(=O)c1ccc(-c2nc3cc(Cl)c(N)cc3s2)cc1	0	12	3	5	-6	4	2	5	-2
Cc1ccc2c(CC(=O)N3CCOCC3)coc2c1	1	-5	2	0	0	0	-3	4	1
O=C(Cn1nnc(-c2ccccc2)n1)N/N=C/c1cccc([N+](=O)[O-])c1O	1	8	4	·	0	·	-3	·	-6
CN(C(=O)CSc1nc(C2CC2)nc2ccccc12)c1nc(-c2ccccc2)cs1	-7	4	-19	-10	-10	-4	0	-7	-8
CC(C)(C)NC(=O)Cn1c(=O)n(CC(=O)NC(C)(C)C)c2ccccc21	-2	-5	1	-1	-1	-4	-2	-1	1
CCC(=O)Nc1ccc(C(=O)N/N=C/c2cc(Br)c(OC)cc2OC)cc1	-7	-5	-3	-5	3	-3	-4	-5	-3
COc1ccc(-c2noc(COc3ccc4c(c3)OCO4)n2)cc1	3	-1	1	5	-5	4	0	-5	-8
COc1ccc2c(C)cc(N3CCN(c4ccc(F)cc4)CC3)nc2c1	2	1	4	3	4	8	1	5	1
Fc1cccc(NC(=S)NCc2cccnc2)c1	3	6	1	12	4	9	-6	9	-1
O=C(c1cnc(-c2ccc(Cl)cc2)s1)c1ccc(Cl)cc1Cl	2	3	3	-4	3	0	-1	3	-6
Cc1occc1C(=O)NNS(=O)(=O)c1ccc(Cl)cc1	-1	-1	6	3	-3	5	1	19	-14
COCCNC(=O)/C(C#N)=C/c1ccc(OCc2ccccc2)cc1	-3	-1	4	2	-6	-3	-1	6	-3
CCOC(=O)CN[C@H]1CCC2C3CC=C4C[C@@H](O)CC[C@]4(C)C3CC[C@@]21C (stereo partly drawn)	·	·	4	4	1	9	·	4	·
Cc1c(NC(=S)NC(NC(=O)C(C)(C)C)C(Cl)(Cl)Cl)c(=O)n(-c2ccccc2)n1C (stereo not drawn)	-2	1	0	-1	2	-1	-3	8	-2
O=C(Cn1cc(C(=O)c2ccco2)c2ccccc21)Nc1ccccc1	-2	-35	-2	-5	-8	-1	-11	-4	-2
Cc1ccc(C(c2cc(Cl)c3cccnc3c2O)N2CCN(C)CC2)cc1 (stereo not drawn)	-3	-12	14	6	-12	8	-8	1	6
CN(C)c1ccc(-c2sc(Nc3ccccc3)n[n+]2-c2ccc(F)cc2)cc1	2	1	-5	8	4	2	-2	-1	-2
COc1ccccc1NCC(=O)c1ccc(C)c(C)c1	2	0	1	-10	-3	6	3	1	4
O=C(O)CCCC(=O)Nc1ccc(Oc2ncnc3cc(Cl)ccc23)nc1	2	5	-1	8	1	3	1	8	0
COc1cc(CN(C)Cc2ccccc2)cc(OC)c1O	0	1	1	3	-2	-2	1	-1	0
CN(Cc1nc2ccccc2c(=O)[nH]1)C(=O)c1cc(C2CC2)nn1-c1ccccc1	·	·	-6	-1	-8	0	3	7	7
CC(C)(C)c1ccc(Oc2cccc(C3CC(=O)C(C4NCCc5ccccc54)C(=O)C3n3cncn3)c2)cc1 (stereo not drawn)	4	7	41*	8	1	9	0	1	-4
CC(C(=O)OCC(=O)Nc1cccc(S(=O)(=O)N2CCOCC2)c1)N1C(=O)c2ccccc2C1=O (stereo not drawn)	4	39*	5	0	2	0	-4	2	-3
Cc1cccc(CN(C)CCc2ccccn2)c1	12	8	4	-3	-4	-8	2	-2	1
COc1cc(C(=O)NCc2ccccc2)cc(Br)c1OC	4	7	-2	3	-1	2	-1	7	5
N#Cc1ccc(C(=O)Nc2cc(C3CC3)nn2-c2ccccc2)cc1	1	-2	2	6	-6	-6	0	8	-2
CCOc1ncccc1C(=O)OCC(=O)N1CCN(S(=O)(=O)c2ccccc2)CC1	4	-10	6	-2	0	3	-2	-2	-1
CCCc1cc(NCCN(C)C)n2c(nc3ccccc32)c1C#N	0	-3	6	4	-2	1	2	5	1
CN(C)S(=O)(=O)c1cccc(C(=O)OCC(=O)NCc2ccc3c(c2)OCO3)c1	3	-1	3	3	-1	1	-1	3	1
Cc1cc(C)n(-c2ccc(C(F)(F)F)cc2[N+](=O)[O-])n1	6	5	0	6	0	12	2	2	1
CCN(C(=O)COC(=O)c1cn(-c2ccccc2)nc1-c1ccccc1)C1CCS(=O)(=O)C1 (stereo not drawn)	2	-5	3	2	3	3	-3	2	0
O=C(CCC1CCCCC1)Nc1cccnc1	4	-12	5	-4	-4	5	-4	2	-3
CCCCCCCCCCCCC(NC(C)=O)(C(=O)OCC)C(=O)OCC	-1	6	10	7	0	-7	4	7	-11
COc1ccc(S(=O)(=O)NCC2CCCN(C(=O)C=C(C)C)C2)cc1 (stereo not drawn)	2	-7	-1	9	-2	9	3	11	5
Cc1nnc(NC(=O)CSc2ccc3nnc(-c4cccnc4)n3n2)s1	-3	4	4	·	1	·	-5	·	7
COc1ccccc1N1CCN(CC(C)N(C(=O)C2CCCCC2)c2ccccn2)CC1 (stereo not drawn)	5	1	-2	-2	6	2	1	-5	-3
CCCN(C(=O)COC(=O)c1[nH]c(C)c(C(=O)OC)c1C)c1c(N)n(Cc2ccccc2)c(=O)[nH]c1=O	-5	-8	2	1	3	9	0	1	1
COc1cc(OC)c(NC(=O)Cc2ccc(OC)c(S(=O)(=O)N3CCOCC3)c2)cc1Cl	2	2	7	-4	1	3	3	1	-1
CCN(CC)C(=O)CSc1nnc(-c2ccccc2)n1-c1ccccc1	6	2	4	-7	-4	0	-2	8	0
CN(C)[C@@H]1C(=O)C(C(N)=O)=C(O)[C@@]2(O)C(=O)C3=C(O)c4c(O)ccc(Cl)c4[C@@H](O)[C@H]3C[C@@H]12	6	69*	49*	1	2	11	-1	5	2
CCN(CC)S(=O)(=O)c1ccc2oc(Nc3ccc4c(c3)OCCO4)nc2c1	-2	-10	17	-2	0	6	-4	1	14
CS(=O)(=O)NCCSc1cc(C(F)(F)F)nc2ccccc12	-3	-6	1	-6	2	1	0	2	-4
CCOC(=O)c1[nH]c(C)c(C(=O)Nc2ccc3c(c2)OCCO3)c1C	-1	-4	6	-2	2	2	2	-5	-9
CC(C)OC(=O)CSc1ncnc2c1cnn2-c1ccccc1	-1	-9	5	2	-1	-8	-3	-3	0
Cc1n[nH]c(=O)c2c(NC(=O)CSc3nn(-c4ccc(F)cc4)c(=S)s3)oc(C)c12	2	26	10	4	-9	-2	-1	5	-2
c1ccc(C2Nc3ccccc3Oc3ccccc32)cc1 (stereo not drawn)	5	13	3	1	-2	1	-2	3	1
O=S(=O)(c1ccccc1)n1cc(-c2ccccn2)c(N2CCOCC2)n1	-3	-3	17	8	2	4	-4	2	2
Cc1ccc(C(=O)N2CCC(C(=O)NC3CCCC3)CC2)cc1	1	8	2	-9	1	1	0	5	4
CCN(CC)S(=O)(=O)c1ccc(NCc2ccccn2)nc1	0	8	-5	4	3	11	-4	6	-11
COc1ccc(NC(=S)N(CCCOC(C)C)C2CCN(C(C)=O)CC2)cc1Cl	-2	1	6	-1	-2	10	-2	4	0
O=C(NCC(c1cccs1)N1CCOCC1)c1ccc(Cl)nc1 (stereo not drawn)	·	·	-1	7	1	6	1	5	1
COc1ccc(/C=N/OCC(=O)N(Cc2ccc(OC)cc2)c2ccccc2C(=O)O)cc1	-1	-1	-2	4	5	11	-2	-1	3
Cc1nc(S(=O)(=O)N(C)Cc2ccccc2)c(C#N)c(C)c1Cl	-3	1	-10	2	-9	6	2	-4	-7
COc1ccc(CNCCC(c2ccc(OC)cc2)c2ccccc2OC)cc1 (stereo not drawn)	1	-2	-1	2	-2	16	-3	1	5
Cc1ccc(OCCNC(=O)CNC(=O)c2ccc(C)cc2)cc1	-7	1	1	-11	2	8	-4	6	3

Later entries
SMILES	Fam108B inh	GSTO1 counter	pPAFAH inh	PAFAH2 FP inh	PAD4 inh	PAFAH1B3 inh	LYPLA1 counter	PAFAH1B2 inh	PME-1 primary
CCOc1nc(Nc2ccc(OC)cc2)nc(OCC)n1	1	1	5	-5	-3	-3	0	-4	-1
CCn1c(-c2ccccc2)c(C(=O)CCl)c2ccccc21	0	60*	3	-2	21*	2	11	2	2
CC(C)n1c2ccccc2c2cc([N+](=O)[O-])ccc21	5	-1	8	6	0	11	-1	2	4
O=C(Cn1nc(C(F)(F)F)c2c1CCC2)NC1CCCCC1	0	-4	-1	-3	0	9	-3	4	1
CCOc1ccc(NC(=O)c2cc3c(=O)n(C)c4ccccc4c3n2C)cc1	-4	-5	3	11	1	8	3	-1	-1
COc1ccc([C@H]2CC(=O)C=C(c3ccccc3C(F)(F)F)C2)cc1	·	·	7	9	6	-2	0	6	6
CCCN1C(=O)C2C(C(=O)Nc3cccc(OC)c3)C3C=CC2(O3)C1C(=O)NC1CCCCC1 (stereo not drawn)	3	-2	2	9	2	7	-3	1	-4
CCOC(=O)c1ccccc1NC(=O)Cc1sc(-c2cccnc2)nc1-c1ccc(C)cc1	-10	-3	2	·	-4	·	-5	·	1
CCOC(=O)C1=C(N)N(c2ccccc2)C(=O)C1	4	14	-1	-5	2	8	-1	5	-1
COc1ccc(-c2[nH]ncc2CN(C)Cc2cccnc2)c(OC)c1	0	4	2	-1	2	9	3	4	-1
CN1C(=O)CC(N2CCN(c3ccc(Cl)cc3)CC2)C1=O (stereo not drawn)	5	5	1	-8	-2	3	0	5	-9
CCS(=O)(=O)N1CCN(c2ccccc2)CC1	6	-10	-2	-3	1	0	-3	-2	6
COCCCn1c(SCC(=O)Nc2cccc(C(=O)OC)c2)nnc1-c1ccncc1	0	1	1	-4	-1	10	-1	-1	-4
O=C(Nc1ccc(Oc2cccc(C(F)(F)F)c2)nc1)c1ccco1	7	0	1	13	1	2	-1	2	2
COc1ccccc1S(=O)(=O)Cc1ccc(C(=O)N2CCN(c3ccccc3)CC2)o1	-3	-1	10	8	3	11	0	6	4
O=C(NCCNc1ccc([N+](=O)[O-])cc1)c1ccccc1Br	1	3	-5	3	-6	4	-5	3	2
